# Rab9 promoter act = qHTS Assay for Rab9 Promoter Activators | Huh7 Rab9 promoter-luciferase reporter, luminescence, 24 h | Potency, µM (titrated, usually from 9.22 µM), without a hit: at the top dose activation, negative = inhibition, usual class: activators | 2.8% of 320,000 active; also: potency is read from the fitted curve at half-maximal effect; % of control where 0% means no effect; nearly all actives have a fitted effect of over 60% in size
#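 Huh7 cells stably carrying a Rab9 promoter-luciferase reporter, 1500 cells per well in OP-MEM I with 10% FBS, treated with compound 24 hours at 37C. Luciferase activity read by luminescence after 10 minutes with Amplite reagent.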
# KCNH2 3.1 block = qHTS for Inhibitors of KCHN2 3.1: Mutant qHTS. Potassium voltage-gated channel subfamily H member 2, brain isoform KCNH2 3.1 (human). U2OS KCNH2 3.1, thallium flux FluxOr; stronger effect = lower value. activity change, % (tested at about 1.8 µM). 0.95% of 340,000 active. AID 720553, 2013;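 active = maximum activity change below -70%; inconclusive = maximum activity change from -70% to -50%; inactive = maximum activity change above -50%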;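 also: thallium influx rate constant from kinetic fluorescence after stimulation buffer; % is scaled to controls: 0 for no effect and ±100 for the full control effect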
#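 We transduce U2OS cells with the mutant 3.1 virus, culture them overnight, load FluxOr with Red40 quencher for 45 min, then add stimulation buffer and read kinetically for 2 min to derive a normalized rate constant.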
# NPC1 promoter act = qHTS Assay for NPC1 Promoter Activators; 2.4% of 320,000 active; Huh7 NPC1 promoter luciferase reporter, 24 h; Potency, µM (titrated, usually from 9.22 µM), for inactives: at the highest dose activation, hits mostly activators;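 also: potency is read from the fitted curve at half-maximal effect; % of control where 0% means no effect; nearly all actives have a fitted effect of over 60% in size; reporter is driven by a mutant NPC1 promoter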
#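 Readout is luciferase luminescence, reflecting NPC1 promoter activation in stably transfected Huh7 cells after 24 h compound exposure at 37 °C in reduced-serum medium with 10% FBS.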
# RORgamma inh = qHTS for inhibitors of ROR gamma transcriptional activity; Potency, µM (series often up to 53.6 µM), for the others: at the highest dose activity change, negative = inhibition, usual class: inhibitors; 5.4% of 310,000 active; AID 2551, 2010; Nuclear receptor ROR-gamma (Mus musculus), P51450; Drosophila S2 Gal4-RORgamma UAS-luciferase reporter, 20 h; also: potency is read from the fitted curve at half-maximal effect; % is scaled to controls: 0 for no effect and ±100 for the full control effect; nearly all actives have a fitted effect of over 60% in size
# Target sequence (P51450 whole entry, looked up, the tested form may be a part): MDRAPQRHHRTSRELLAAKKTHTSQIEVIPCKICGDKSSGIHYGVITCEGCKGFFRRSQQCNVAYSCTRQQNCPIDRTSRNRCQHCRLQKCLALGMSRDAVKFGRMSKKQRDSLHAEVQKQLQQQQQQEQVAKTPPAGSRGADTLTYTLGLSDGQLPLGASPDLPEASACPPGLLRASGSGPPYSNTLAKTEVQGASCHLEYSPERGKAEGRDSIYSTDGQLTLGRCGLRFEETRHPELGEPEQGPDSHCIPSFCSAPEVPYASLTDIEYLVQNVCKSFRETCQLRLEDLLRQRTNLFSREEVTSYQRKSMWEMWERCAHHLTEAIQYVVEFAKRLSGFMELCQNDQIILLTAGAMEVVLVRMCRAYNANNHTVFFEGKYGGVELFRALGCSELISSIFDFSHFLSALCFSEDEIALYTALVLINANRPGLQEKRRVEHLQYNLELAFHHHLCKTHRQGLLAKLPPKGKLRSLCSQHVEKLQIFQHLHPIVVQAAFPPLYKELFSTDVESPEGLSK
#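 Read-out: Photinus luciferase luminescence; inhibitors lower reporter signal. Insect Schneider cells with Gal4-ROR gamma fusion under metallothionein promoter, UAS reporter; 700 uM final copper sulfate induction, 20 hr, ambient temperature.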
# uPA surface inh = qHTS for Inhibitors of Cell Surface uPA Generation; AID 540303, 2011; 0.31% of 330,000 active; Potency, µM (titrated, usually from 38.3 µM), for inactives: at the highest dose activity change, negative = inhibition, actives largely listed as inhibitors; cell surface uPA generation assay, qHTS; active = well fitted inhibition curve with a large enough effect; inconclusive = small, poorly fitted or top-dose-only effect; inactive = no such curve, though single readings can be large or run the other way; tested in mouse RAW 264.7 cells; also: potency is read from the fitted curve at half-maximal effect; % is scaled to controls: 0 for no effect and ±100 for the full control effect; nearly all actives have a fitted effect of over 55% in size
# ELG1 genotox = qHTS screen for small molecules that induce genotoxicity in human embryonic kidney (HEK293T) cells expressing luciferase-tagged ELG1; HEK293T ELG1-luciferase reporter, luminescence, 16 h; Potency, µM (titrated, usually from 46 µM), for inactives: at the highest dose activity change, positive = activation, usual class: activators; 1.3% of 330,000 active; also: potency is read from the fitted curve at half-maximal effect; % of control where 0% means no effect; nearly all actives have a fitted effect of over 60% in size
#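 Luminescence read-out: rising ELG1-luciferase signal, reflecting elevated ELG1 protein under genetic stress, flags genotoxic compounds. Cells were treated for 16 hr at 37 °C before ONE-Glo detection.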
# Giardia kill = Small Molecules that selectively kill Giardia lamblia: qHTS. Giardia lamblia trophozoite viability. activity change, % at 7.66 µM, hits read low. 0.15% of 340,000 active; in the data active = activity change below about -80%; inconclusive = between about -30% and that limit;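 also: parasites exposed to compound for two days anaerobically before the ATP read; % is scaled to controls: 0 for no effect and ±100 for the full control effect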
#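 Trophozoites 100 cells/well + cpd; 48 hrs, 37 deg C, anaerobic. ATPLite 1-Step added, 15-30 min RT, luminescence read (ATP-based viability).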
# Gal4-VP16 FLuc = VP16 counterscreen qHTS for inhibitors of ROR gamma transcriptional activity. Drosophila S2 Gal4-VP16 UAS-luciferase, luminescence, 20 h. Potency, µM (doses to about 53.6 µM), without a hit: top-dose activity, negative = inhibition, usual class: inhibitors. 3.5% of 310,000 active;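 also: Gal4-VP16 expression switched on by copper sulfate through the metallothionein promoter; potency is read from the fitted curve at half-maximal effect; % is scaled to controls: 0 for no effect and ±100 for the full control effect; nearly all actives have a fitted effect of over 50% in size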
# Tb PFK inh = qHTS Assay to Find Inhibitors of T. brucei phosphofructokinase; ATP-dependent 6-phosphofructokinase (Trypanosoma brucei brucei), O15648; T. brucei PFK, ADP-Glo luminescence; Potency, µM (doses to about 57.5 µM), inactives show at the highest dose activity, negative = inhibition, most hits filed as inhibitors; 0.17% of 330,000 active; AID 485367, 2010;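 also: potency is read from the fitted curve at half-maximal effect; 0% = uninhibited 1x PFK enzyme wells and -100% = no-enzyme wells; nearly all actives have a fitted effect of over 60% in size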
#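 Luminescent ADP detection (ADP-Glo, two-step: ATP depletion then ADP-to-ATP conversion for luciferase) reported PFK activity after 45 min room-temperature reaction of 1.25 nM enzyme with 0.5 mM F6P and 0.1 mM ATP at pH 8.0.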
# FBPA coupling cs = qHTS Assay for Inhibitors of Fructose-1,6-bisphosphate Aldolase from Giardia Lamblia: Coupling assay counterscreen; activity change, negative = inhibition, % at 58.2 µM, hits read low; AID 2472, 2010; coupling enzyme system counterscreen, AmpLite Red fluorescence; 0.67% of 290,000 active; in the data active = activity change below about -30%; also: % is scaled to controls: 0 for no effect and ±100 for the full control effect
#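 Fluorescence at 525 nm excitation and 598 nm emission measured inhibition of the coupled detection system without aldolase. Compounds (at 57.5 uM final) were preincubated 10 min at room temperature with coupling enzyme reagent before a 20 min substrate/AmpLite Red step.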
# FLuc modulator = qHTS profiling assay for firefly luciferase inhibitor/activator using purifed enzyme and Km concentrations of substrates (counterscreen for miR-21 project); 6.9% of 360,000 active; purified FLuc, Km substrates, luminescence inhibition; Potency, µM (highest dose often 57.5 µM), inactives show at the highest dose activity change, negative = inhibition, most hits filed as inhibitors;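 also: potency is read from the fitted curve at half-maximal effect; plate controls were vehicle for no effect and reference inhibitor for full effect; nearly all actives have a fitted effect of over 55% in size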
# Target sequence (P08659 whole entry, looked up): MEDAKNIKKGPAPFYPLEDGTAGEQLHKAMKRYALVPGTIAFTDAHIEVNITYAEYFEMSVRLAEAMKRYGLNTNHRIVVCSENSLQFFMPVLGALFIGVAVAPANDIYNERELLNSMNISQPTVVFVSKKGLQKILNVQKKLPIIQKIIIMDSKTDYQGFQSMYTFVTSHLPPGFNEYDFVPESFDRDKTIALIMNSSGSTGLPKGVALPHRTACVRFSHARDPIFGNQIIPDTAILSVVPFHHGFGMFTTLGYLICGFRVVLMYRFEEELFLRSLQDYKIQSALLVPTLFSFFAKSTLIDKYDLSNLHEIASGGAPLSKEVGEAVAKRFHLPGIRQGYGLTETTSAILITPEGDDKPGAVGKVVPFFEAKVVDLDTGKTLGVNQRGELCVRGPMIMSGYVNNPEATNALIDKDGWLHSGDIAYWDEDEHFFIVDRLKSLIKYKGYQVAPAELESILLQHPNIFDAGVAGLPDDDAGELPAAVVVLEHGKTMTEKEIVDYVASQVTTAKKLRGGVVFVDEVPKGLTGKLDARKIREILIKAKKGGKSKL
#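 Purified P. pyralis luciferase, 10 nM final, with Km-level 10 uM D-luciferin and 10 uM ATP in 50 mM Tris acetate pH 7.5, 10 mM Mg acetate, 0.01% Tween-20, 0.05% BSA; 6-point qHTS titration about 60 µM downward; luminescence read.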
# Active calls of the source: *; ? = inconclusive; / = no result given; [ ] = remark or other dose. Unless noted, calls follow the shape of the dose curve; as a rule, active = well fitted curve in the direction sought with a large enough effect; inconclusive = small, poorly fitted or top-dose-only effect, or another doubt; inactive = no such curve, though single readings can be large; an effect the other way counts as inactive or inconclusive.
SMILES,Rab9 promoter act,KCNH2 3.1 block,NPC1 promoter act,RORgamma inh,uPA surface inh,ELG1 genotox,Giardia kill,Gal4-VP16 FLuc,Tb PFK inh,FBPA coupling cs,FLuc modulator
N#CCNc1ccc([N+](=O)[O-])cc1C#N,-5.6%,30.6,-0.7%,-16.9%,8.4%,0.2%,-13.4,-6.7%,-5.6%,-15.7,-0.5%
COc1ccc(CCC(=O)Nc2ccc(N3CCOCC3)cc2)cc1,-4.2%,18.8,-3.1%,14.7%,-4.3%,-0.7%,-8.6,-0.2%,-1.1%,0.4,4.2%
Cc1ccc(-n2ncc3c(NCc4ccco4)ncnc32)cc1C,3.55µM*,-15.3,2.82µM*,-10.3%,1.4%,?,3.8,-0.1%,0.8%,-3.5,13.5µM*
COc1ccccc1NC(=O)c1cccc(S(=O)(=O)N2CCN(c3ccccc3)CC2)c1,-7.3%,-7.0,-6.4%,/,-5.6%,-4.4%,8.7,/,-2.0%,/,/
O=C(O)C1C2CCC(C2)C1C(=O)N1CCCC1 (stereo unspecified),-5.8%,15.5,-7.8%,/,3.1%,2.1%,-18.2,/,3.9%,0.8,-0.2%
CN(CCO)S(=O)(=O)c1ccc2c(c1)C(=NO)c1cc(S(=O)(=O)N(C)CCO)ccc1-2,-2.7%,2.3,-6.7%,17.3%,1.0%,-0.8%,4.6,5.9%,-0.3%,3.5,-3.1%
S=c1[nH]nc(-c2ccc(Br)cc2)n1Cc1ccccc1,-3.2%,26.9,-1.2%,2.24µM*,5.2%,-1.7%,-16.9,5.62µM*,-4.8%,6.2,-11.4%
CC(OC(=O)C1CCN(S(=O)(=O)c2ccc(C(C)(C)C)cc2)CC1)C(=O)N1CCOCC1 (stereo unspecified),-3.7%,1.5,0.4%,/,-3.0%,0.5%,-12.4,/,-6.7%,/,-2.1%
CCOc1ccc(C(=O)NCCCn2ccnc2)cc1,2.3%,7.0,-0.9%,1.6%,0.0%,1.4%,1.6,17.8%,2.8%,1.2,-1.3%
COCCC(=O)N1CCC(Oc2ccc(C(=O)NCc3cc(C)n(C)n3)cc2)CC1,0.2%,-1.2,-1.0%,-7.3%,4.5%,0.4%,6.1,-13.5%,1.8%,-2.0,2.2%
CC(C)C(NC(=O)c1ccccc1F)C(=O)Nc1ccc2c(c1)OCO2 (stereo unspecified),0.5%,1.5,-2.9%,-3.2%,19.5%,12.8%,-2.4,4.1%,-1.4%,-4.5,5.1%
COc1cccc(C(=O)OCC(=O)Nc2sc3c(c2C(N)=O)CCC3)c1O,-4.2%,-1.9,0.3%,/,0.5%,5.1%,0.3,/,?,/,-0.1%
CCNC(=O)Cc1ccc(NS(=O)(=O)c2ccc(F)cc2)cc1,-2.8%,0.3,2.2%,5.7%,/,-0.8%,-27.5,-1.3%,-5.4%,1.1,-0.6%
Brc1cccc(OCCCCn2cncn2)c1,-0.4%,11.6,-3.5%,-33.9%,5.1%,-4.4%,-4.9,1.4%,1.5%,-3.8,0.1%
Cc1ccc(NC(=O)CCCCCN2C(=O)[C@@H]3Cc4ccccc4CN3C2=O)cc1,-4.9%,-0.4,-3.8%,-41.6%,-1.4%,-7.9%,16.2,0.2%,4.9%,/,-3.7%
CCOc1cc(/C=N/NC(N)=S)cc(Br)c1OCc1ccccc1C,-3.3%,-2.6,-5.9%,0.794µM*,-12.4%,/,35.8[activator],2.51µM*,-7.2%,-1.8,-2.1%
CC(C)CNC(=O)COC(=O)c1n[nH]c2ccccc12,0.4%,-6.0,-0.7%,8.5%,3.6%,1.7%,8.9,18.9%,5.8%,1.0,-13.2%
CN(C)/C=C(\C#N)C(=O)Nc1ccc(F)c(Cl)c1,3.16µM*,11.8,3.55µM*,4.6%,17.7%,?,-18.3,26.2%,3.6%,2.5,?
COc1ccc(C(C)=O)cc1CSc1nnc(Nc2ccccc2C)s1,-0.7%,-116.9*,0.5%,28.2%,-0.6%,-9.2%,31.6[activator],-1.0%,0.1%,-1.3,4.0%
O=C(/C=C/c1ccccc1)N(Cc1cccc(Cl)c1)C1CCS(=O)(=O)C1 (stereo unspecified),-1.4%,8.6,1.6%,19.2%,0.4%,-0.5%,-3.3,7.2%,-7.1%,-0.1,-1.0%
Cn1c(=O)c2c(nc(SCCN3CCCCC3)n2Cc2ccccc2)n(C)c1=O,-8.4%,-19.0,-2.1%,-0.7%[10 µM],/,-0.4%,7.2,2.1%,-0.6%,-0.9,1.8%
Cc1ccccc1-c1cc(C(=O)O)nn1CC1CC(c2cccc([N+](=O)[O-])c2)=NO1 (stereo unspecified),-5.6%,/,4.6%,/,-43.4%,2.5%,10.2,/,-12.5%,/,-2.9%
C=CCN(C(=O)c1csnn1)C(C(=O)NC1CCCCC1)c1ccc(F)cc1 (stereo unspecified),-0.5%,-2.9,2.6%,4.0%,-5.7%,-7.4%,-3.6,-0.8%,0.4%,1.5,0.3%
CCN(CC(=O)N1CCCC1)S(=O)(=O)c1cc(C)ccc1OC,-1.2%,17.7,-3.5%,-1.9%,-0.3%,-1.5%,-10.0,7.7%,0.2%,0.2,-1.2%
Cc1ccc(CNC(=O)C(=O)NCC2OCCN2S(=O)(=O)c2ccc(C)cc2)cc1 (stereo unspecified),5.4%,5.7,0.4%,25.8%,-3.5%,-7.1%,16.9,-5.4%,-3.3%,/,-2.6%
# (more compounds)
SMILES,Rab9 promoter act,KCNH2 3.1 block,NPC1 promoter act,RORgamma inh,uPA surface inh,ELG1 genotox,Giardia kill,Gal4-VP16 FLuc,Tb PFK inh,FBPA coupling cs,FLuc modulator
CCc1nc2ccccc2n1CC1CC1(Cl)Cl (stereo unspecified),-8.3%,1.7,1.1%,7.08µM*,-3.6%,6.5%,4.1,-1.9%[10 µM],-3.8%,10.2,-18.0%
CC(C)[C@H](NC(=O)Cc1ccccc1)C(=O)OCc1cc(=O)n2c(n1)sc1ccccc12,-4.8%,6.3,-0.1%,13.6%,6.2%,1.1%,-10.3,-0.4%,-14.0%,5.8,1.4%
CCOC(=O)N1CCN(S(=O)(=O)c2ccc(C)c([N+](=O)[O-])c2)CC1,-7.1%,-2.5,-3.4%,8.9%,-1.2%,-5.2%,-15.3,-4.7%,3.4%,6.8,-3.0%
Cc1cnc(C(=O)OCC(=O)NC23CC4CC(CC(C4)C2)C3)cn1,0.5%,1.5,-1.7%,11.6%,/,1.9%,-14.7,3.4%,1.1%,2.6,-2.7%
C=CCNC(=O)N1CCC(n2nccc2NC(=O)CCc2ccccc2)CC1,-3.8%,2.9,2.3%,0.7%,6.4%,-0.4%,-11.7,-9.3%,-8.8%,-0.8,0.1%
Cc1ccc(C(=O)Nc2ccc(Cl)cc2C(F)(F)F)c(Cl)c1,?,6.0,25.8%,33.1%,0.0%,27.1%,-24.3,?,-8.1%,1.1,10.7µM*
CCOC(=O)c1c(C)[nH]c(C)c1C(=O)COC(=O)c1cccnc1OCC,/,-5.1,/,/,0.1%,-3.5%,21.2,/,1.7%,/,/
O=C(CC1Nc2ccccc2NC1=O)Nc1ccccc1 (stereo unspecified),?,-6.9,24.7%,?,-0.6%,12.7%,0.4,5.01µM*,3.9%,-1.1,?
C/C(=N\NC(=O)c1ccc(-n2cnnn2)cc1)c1ccc(C)cc1,-5.5%,10.1,0.6%,/,-5.9%,1.6%,-5.7,/,3.5%,/,-9.5%
CSc1ncccc1C(=O)NCCc1ccccc1,0.4%,-6.6,-1.0%,9.1%,-1.3%,4.0%,12.9,3.0%,0.0%,0.2,-3.3%
COc1ccc(-c2csc(/C=C/c3ccc4c(c3)OCO4)n2)cc1OC,-1.6%,0.0,-0.6%,18.9%,5.7%,-2.2%,-13.1,0.4%,2.9%,-1.3,-7.6%
O=S(=O)(c1ccc(OCC(O)CN2CCc3ccccc3C2)cc1)N1CCOCC1 (stereo unspecified),-1.9%,-3.4,-1.3%,-10.5%,14.3%,-0.3%,5.3,7.5%,1.0%,1.2,-0.9%
O=c1c(/C=C(\O)c2ccc(F)cc2)nc2ccccc2n1-c1ccccc1,?,/,19.1%,-1.8%,8.3%,?,-3.6,2.6%,-0.2%,-0.8,?
CC(Nc1ccc2c(c1)OCCO2)C(=O)Nc1ccc2c(c1)OCO2 (stereo unspecified),-7.7%,2.8,-0.8%,?,-1.7%,5.5%,-11.2,-7.2%[10 µM],-4.7%,-0.8,-10.7%

# Screens (PubChem BioAssay)
